# Screening data: PubChem BioAssay, National Center for Advancing Translational Sciences (NCATS)
# S3 lipid droplet: qHTS Assay for Lipid Storage Modulators in Drosophila S3 Cells; Drosophila S3 cells, BODIPY lipid droplet fluorescence, 18-24 h; cells fed with added oleic acid; hit rate 0.64% among 320,000; AID 2685; lipid storage change, negative = inhibition, % at the top dose, mostly 46.1 µM; hits show Potency in µM; active = well fitted inhibition curve with a large enough effect in the signal ratio, with a control signal flat, not every such curve was filed as active; inconclusive = small, poorly fitted or top-dose-only effect, or effect the other way, or a change in a side signal; the % refers to the signal ratio
#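 Drosophila S3 cells got compounds at several concentrations plus oleic acid (400 uM solution). Laser-scanning cytometry with 488 nm excitation read lipid droplets at 500-530 nm and cells at 575-640 nm. Percent activity was relative to 20 uM Triacsin C.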
# S3 lipid droplet cell count max: further read-out of S3 lipid droplet, marked with its call; cell number change, %; measured here: cell count max response;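 cells counted by Cell Tracker Red CMTPX staining in the red channel; peak over a dose series mostly up to 46.1 µM; percent activity relative to internal control wells on each plate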
# * marks the source's active call; other numbers are inactive results; i = inactive; u = inconclusive; x = not tested or not shown; [ ] = dose if it differs, or a comment. % is scaled to controls: 0 for no effect and ±100 for the full control effect; potency is read from the fitted curve at half-maximal effect. Not all compounds are listed; rates above refer to the full screens.
# Order of values – S3 lipid droplet, S3 lipid droplet cell count max
- O=C(CCS(=O)(=O)c1ccc(Cl)cc1)Nc1nc(-c2cccnc2)cs1
→ u, x
- CCn1cc(C(=O)NCc2ccccc2F)c(=O)c2ccc(C)nc21
→ u, x
- O=C(CN1CCC(O)(c2ccc3c(c2)OCO3)CC1)N1CCOCC1
→ 3.9%, -16.4
- Cc1c(CC(=O)NCC(C)C)c(=O)oc2cc3c(cc12)CCC(C)(C)O3
→ u, x
- Cc1cc(C)nc(CCNC(=O)c2cc(COc3c(F)cccc3F)on2)n1
→ 13.0%, -12.2
- CC(C)NC(=O)N1CCC(n2nccc2NC(=O)CCOc2ccccc2)CC1
→ 1.0%, 8.1
- Cc1cc(C)cc(N(C(=O)c2nsc(Cl)c2Cl)C(C(=O)NC2CCCC2)c2ccc(O)cc2)c1 (stereo not given)
→ 10.1%, 10.6
- CC1(C)Cc2c(sc(NC(=O)C(C)(C)C)c2C#N)C(C)(C)N1
→ 1.5%, 4.6
- O=S(=O)(NC1CCCCC1N1CCCCC1)c1ccccc1 (stereo not given)
→ u, x
- Cc1cc(C(=O)OCC(=O)Nc2cc(C(F)(F)F)ccc2N2CCOCC2)c(C)o1
→ u, x
- CC(=O)c1ccc(NC(=O)CSc2nnc(NC(=O)C3CC3)s2)cc1
→ -11.1%, 15.7
- CN(C)S(=O)(=O)c1ccc(Cl)c(NC(=O)CN2CCc3ccccc3C2)c1
→ -4.4%[9.22 µM], 5.4
- Cc1ccc(S(=O)(=O)N2CCCC(C(=O)NCC(C)C)C2)cc1 (stereo not given)
→ u, x
- Cc1nnc(SCC2=C(C(=O)O)N3C(=O)C(NC(=O)Cc4ccccc4)C3SC2)s1 (stereo not given)
→ u, x
- S=c1[nH]nc(C2CCCCC2)n1/N=C/c1cccc(Cl)c1Cl
→ u, x
- CCOc1ccc(-c2noc(CCCC(=O)NCC3CCCO3)n2)cc1OC (stereo not given)
→ u, x
- COc1cc(/C=C2/SC(N)=NC2=O)ccc1Oc1ccc([N+](=O)[O-])cc1[N+](=O)[O-]
→ -27.7%, -4.0
- C=CCn1c(CCc2cc(C(C)(C)C)c(O)c(C(C)(C)C)c2)n[nH]c1=S
→ u, x
- Cc1cc(NC(=O)c2cncc(Br)c2)n(-c2ccccn2)n1
→ u, x
- CC12COC3(C(N)=O)CC1CCC32C (stereo not given)
→ 0.8%, -2.7
- Nc1nnc(N2CCc3ccccc32)s1
→ 26.8%, -8.7
- COc1cc(NS(=O)(=O)c2ccc(NC(=O)COc3ccccc3Cl)cc2)nc(OC)n1
→ 0.0%, 1.1
- COC(=O)c1ccc(N=NNc2ccc(C(=O)OC)cc2)cc1
→ u, x
- CCc1c(C)c2c(C)nn(-c3ccccc3)c2oc1=O
→ 10.6%, 6.5
- CCC(C)C(NC(=O)C1CCC(C)CC1)C(=O)NC(C(=O)OC)C(C)C (stereo not given)
→ 12.4%, -0.3
- N=c1c(S(=O)(=O)c2ccc(Cl)cc2)cc2c(=O)n3ccccc3nc2n1C1CCCCC1
→ u, x
- COc1ccc(CCN=C(N)NS(=O)(=O)c2ccccc2)cc1OC
→ u, x
- Cc1cc(=O)c2cc(Br)ccc2[nH]1
→ u, x
- CC1CCN(S(=O)(=O)c2ccc(C(=O)Nc3nnc(-c4ccco4)o3)cc2)CC1
→ -19.8%, 21.3
- COc1ccccc1N(C)C(=O)c1cc(S(=O)(=O)N2CCc3ccccc32)cn1C
→ u, x

# 6 records picked at random from the list so far:
# Order of values – S3 lipid droplet, S3 lipid droplet cell count max
- COC(=O)c1ccc(N=NNc2ccc(C(=O)OC)cc2)cc1
→ u, x
- CCC(C)C(NC(=O)C1CCC(C)CC1)C(=O)NC(C(=O)OC)C(C)C (stereo not given)
→ 12.4%, -0.3
- CC1CCN(S(=O)(=O)c2ccc(C(=O)Nc3nnc(-c4ccco4)o3)cc2)CC1
→ -19.8%, 21.3
- COc1ccc(CCN=C(N)NS(=O)(=O)c2ccccc2)cc1OC
→ u, x
- Cc1ccc(S(=O)(=O)N2CCCC(C(=O)NCC(C)C)C2)cc1 (stereo not given)
→ u, x
- O=C(CN1CCC(O)(c2ccc3c(c2)OCO3)CC1)N1CCOCC1
→ 3.9%, -16.4

# (further entries)
# Order of values – S3 lipid droplet, S3 lipid droplet cell count max
- Cc1cc(C)cc(NC(=O)CSc2nc(=O)n(CCN3CCOCC3)c3c2CCCC3)c1
→ u, x
- Cc1ccc(C(=O)c2cc3ccccc3o2)cc1C
→ u, x
- COc1ccc(NC(=O)c2c(C(F)(F)F)nn(C)c2Cl)cc1
→ u, x
- CC(C)CN1CCN(Cc2cccc3cccnc23)CC1CCO (stereo not given)
→ u, x
- CC1=C(C#N)C(=O)N(C2CCS(=O)(=O)C2)C(=O)/C1=C\c1ccco1 (stereo not given)
→ u, x
- O=C(N/C(=C/c1cccc([N+](=O)[O-])c1)C(=O)N1CCCCC1)c1cccs1
→ 8.7%, 4.6
- Nc1nc2c(s1)COc1ccccc1-2
→ u, x
- O=C(COC(=O)[C@H](Cc1ccccc1)NC(=O)c1ccco1)NCc1ccccc1
→ u, x
- COc1ccc(OC)c(-c2csc(NC(=O)Cc3ccccc3F)n2)c1
→ u, x
- CCCCOC(=O)c1sc2nc(N3CCOCC3)c3c(c2c1N)CC(C)(C)OC3
→ i, 4.3
- Cc1cc(NC(=O)CSc2nc3ccccc3n2CC(C)C)no1
→ 4.9%, 0.9
- CC(C)Cn1c(N)c(C(=O)CSc2nc3ccccc3c(=O)n2CCCN2CCOCC2)c(=O)n(C)c1=O
→ 18.5%, x
- Cc1c(NC(=O)CSC2=C(C#N)C(c3ccccc3F)CC(=O)N2)c(=O)n(-c2ccccc2)n1C (stereo not given)
→ u, x
- Cc1nnc(SCCC(C)C)[nH]c1=O
→ u, x
- CC(C)Cn1c(=O)c2ccccc2n2c(CCC(=O)NCC3CCCO3)nnc12 (stereo not given)
→ u, x
- Cc1ccc(C)c(NS(=O)(=O)c2cc(C(=O)N3CCCC3)ccc2Cl)c1
→ 9.6%, 18.3
- COc1cccc(-c2nc3n(n2)C(c2cccs2)C(C(=O)Nc2cccnc2)=C(C)N3)c1 (stereo not given)
→ i, 5.2
- CCOC(=O)c1nc(NCc2ccccc2)sc1C
→ 26.1%, 2.6
- COCCNc1nc(SC)nc2sc3c(c12)CCN(C)C3
→ u, x
- O=C(NC1CCN(Cc2ccccc2)C1)c1cc(S(=O)(=O)N2CCOCC2)ccc1Cl (stereo not given)
→ u, x
- COc1cc2ccccc2cc1C(=O)N1CCCC(C(F)(F)F)C1 (stereo not given)
→ u, x
- Cc1ccc(C2CN=NC23CCc2ccccc2C3=O)cc1 (stereo not given)
→ u, x
- COc1cc(CC(=O)NCCc2ccc(OCc3ccccc3)cc2)c([N+](=O)[O-])cc1OC
→ u, x
- Cn1cccc2[nH]c(=O)nc1-2
→ -8.1%, 10.2
- Nc1nnc(CC(=O)N/N=C/c2ccc(-c3ccccc3Cl)o2)s1
→ -5.7%, -16.8
- CCOC(=O)Cn1nnnc1C(CC)N(Cc1ccccc1)Cc1cc2cc(C)ccc2[nH]c1=O (stereo not given)
→ u, x
- Cc1cc2ncn(C(=O)c3c(-c4ccccc4)noc3C)c2cc1C
→ u, x
- O=C(c1ccccc1Sc1ccc([N+](=O)[O-])cc1Cl)N1CCOCC1
→ u, x
- COc1ccc2occ(C(=O)c3ccccc3)c2c1
→ u, x
- CCc1nnc(NS(=O)(=O)c2ccc(NC(=O)c3ccco3)cc2)s1
→ -9.0%, -17.4
- CC(=O)C1=C(C)NC(SCC(N)=O)=C(C#N)C1C (stereo not given)
→ u, x
- COc1ccc(OC)c(C2=Nn3c(nnc3-c3cccc(OC(C)C)c3)SC2)c1
→ 14.8%, -12.8
- OCCCc1nc2n(n1)C(c1ccccc1)C=C(c1ccc(F)cc1)N2 (stereo not given)
→ -1.3%, 1.6
- Cn1c(=O)c2c(nc(Oc3ccc4ccccc4c3)n2C)n(C)c1=O
→ u, x
- O=C(O)c1cccc(S(=O)(=O)N2CCC(Cc3ccccc3)CC2)c1
→ u, x
- CS(=O)(=O)N1CCN(C(=O)Cc2ccccc2Cl)CC1
→ u, x
- Cc1cccc(NC(=O)Nc2nnc(-c3ccccc3)o2)c1
→ u, x
- Cc1nn(-c2ccccn2)c2c1-c1nc(N3CCOCC3)ncc1CC2
→ u, x
- COCCNC(=S)N/N=C(\C)c1ccccc1F
→ u, x
- CCN(C(=O)c1cccs1)c1nnc(-c2ccncc2)s1
→ u, x
- COC(=O)CSc1nc2c(c(=O)n(C)c(=O)n2C)n1CCC(C)C
→ u, x
- CC(=O)c1c(O)c(C)c(-c2ccccc2)n(-c2ccccc2)c1=O
→ 18.7%, -13.7
- COc1ccc(NC(=O)CN2C(=O)C(C)Oc3ccc(C)cc32)cc1 (stereo not given)
→ u, x
- CCCc1ccc2oc(C(=O)NCc3nnc(C)o3)c(C)c2c1
→ u, x
- O=C(O)C1C2C=CC(C2)C1C(=O)NCc1ccccn1 (stereo not given)
→ u, x

# Continuation.
Compound	S3 lipid droplet	S3 lipid droplet cell count max
Cc1c(NC(=O)COC(=O)CSc2ccc([N+](=O)[O-])cc2)c(=O)n(-c2ccccc2)n1C	-3.5%	1.0
COc1ccc(S(=O)(=O)N(CC(=O)N/N=C/c2cccs2)c2ccc(C)cc2)cc1OC	u	x
CCCCN(C)C(=O)C1CCC(CNS(=O)(=O)c2ccc3c(c2)CC(C)N3C(=O)C2CC2)CC1 (stereo not given)	u	x
O=C(NCC1CCCO1)c1ccc(COc2ccc(F)cc2)o1 (stereo not given)	i	3.2
CN(CC(=O)Nc1ccccc1C(=O)N1CCCC1)S(=O)(=O)c1ccc(Cl)cc1	u	x
CCCC(=O)c1cc(F)c(N2CCN(CCC#N)CC2)cc1C	u	x
O=C(Nc1cccn(Cc2c(F)cccc2Cl)c1=O)NC1CCCCC1	-3.9%	1.3
O=C(COC(=O)c1ccc(S(=O)(=O)N2CCCCC2)cc1)Nc1ccccc1Cl	u	x
Cc1ccc(N(C)C(=O)C2CCCN2S(=O)(=O)c2cccc3nsnc23)cc1 (stereo not given)	u	x
CN(C(=O)c1ccccc1[N+](=O)[O-])c1ccccc1C(=O)NCc1ccccc1	2.0%	3.1
CC1(c2ccc(Cl)c(Cl)c2)NC(=S)N2C1NC(=S)N2c1ccccc1 (stereo not given)	2.8%	-16.8
CC1CN(c2nnc(-c3ccccc3)c3ccccc23)CC(C)O1 (stereo not given)	u	x
Cc1ccc(S(=O)(=O)/N=C(/Nc2ccc(F)cc2F)c2ccc(F)cc2)cc1	u	x
O=C(Nc1ccccc1)c1ccc(NCCN2C(=O)CCC2=O)c([N+](=O)[O-])c1	u	x
Clc1ccc(/C=N\Nc2ccccc2)cc1	u	x
CCOC(=O)c1c(C)[nH]c(C)c1S(=O)(=O)N(C)CC(=O)Nc1ccccc1	-10.1%	13.1
O=C(Cc1cccs1)N1CCC(c2nc3c(nnn3Cc3ccc(F)cc3)c(=O)[nH]2)CC1	i	19.6
CCC(C(=O)OCC(=O)Nc1ccc2[nH]c(=O)[nH]c2c1)c1ccccc1 (stereo not given)	u	x
Cc1cc2ncc(-c3ccc(Cl)cc3)c(N)n2n1	-23.2%	x
Cc1cccc(NC(=S)NC(C)C(c2cccs2)N2CCN(C)CC2)c1C (stereo not given)	u	x
COc1ccc(-c2cc(C(=O)NCCc3ccc(S(N)(=O)=O)cc3)c3ccccc3n2)cc1	u	x
CCOC(=O)CCn1nc(-c2ccccc2)cc1N	7.2%	-8.5
O=C(O)CCCCCCCCc1cn(CCc2c[nH]c3ccccc23)nn1	0.3%	-7.8
CCOC(=O)c1cnc(-c2cccc(OC)c2)[nH]c1=O	26.1%	x
Cc1cc(Cl)c2oc(C(=O)N(C)CCCN3CCOCC3)c(C)c2c1	u	x
C/C(=N/NC(=O)CNC(=O)c1ccc2c(c1)OCO2)c1ccc2c(c1)CCCC2	3.0%	-0.8
Cc1csc(=Nc2c(C)n(C)n(-c3ccccc3)c2=O)n1-c1ccccc1	u	x
CCC(=O)NC(c1ccc(OC)c(OC)c1)c1cc(Cl)c2cccnc2c1O (stereo not given)	u	x
CCOC(=O)C1CCN(C2CCN(C(=O)c3oc4c(F)cccc4c3C)CC2)CC1	-8.0%	1.9
CC(=O)Nc1ccc(S(=O)(=O)Nc2cccc(NC(=O)C(C)(C)C)c2)cc1	26.1%	x
Cc1ccc(NC2CCCN(C(=O)c3ccnc(Cl)c3)C2)cc1C (stereo not given)	9.7%	x
COC(=O)[C@@H](NC(=O)NCc1ccccc1F)C(C)C	25.9µM*	-6.1*
Cc1ccccc1NC(=O)c1sc(NC(=O)C2CC2)nc1C	i	-15.3
COc1ccc(N2C(=NC(=O)C3CCCCC3)SC3CS(=O)(=O)CC32)c(OC)c1 (stereo not given)	u	x
COc1cc(N)n(S(=O)(=O)c2ccc(C)cc2)n1	6.9%	14.2
O=C(O)COc1ccc(NC(=O)c2ccc(NC(=O)c3ccco3)cc2)cc1	u	x
C=CCNC(=O)N1CCC(c2nc3ccccc3s2)CC1	16.2%	0.0
Cc1cc(C)c(S(=O)(=O)NCCc2cc3ccc(C)c(C)c3[nH]c2=O)c(C)c1	u	x
COc1ccc(CNC(=O)CCC(=O)N2CC(C)Oc3ccccc32)cc1 (stereo not given)	6.4%	-4.6
CC[C@H](CO)NCCN[C@H](CC)CO	3.2%	7.8
CSCCC(NC(=O)c1ccc(Cl)cc1)C(=O)OCC(=O)Nc1ccc(C#N)cc1 (stereo not given)	2.4%	12.6

# Quoted from the entries so far for reference:
Compound	S3 lipid droplet	S3 lipid droplet cell count max
CC[C@H](CO)NCCN[C@H](CC)CO	3.2%	7.8
CSCCC(NC(=O)c1ccc(Cl)cc1)C(=O)OCC(=O)Nc1ccc(C#N)cc1 (stereo not given)	2.4%	12.6
